Bioassay records: PubChem BioAssay, National Center for Advancing Translational Sciences (NCATS)
HP1b binding inh = HTS for Inhibitors of HP1-beta Chromodomain Interactions with Methylated Histone Tails; Potency, µM (highest dose often 114 µM), inactives show at the highest dose activity change, negative = inhibition, usual class: inhibitors; hit rate 0.56% among 390,000; AID 540317, 2011; AlphaScreen HP1-beta / biotin-H3K9me3 peptide binding; Chromobox protein homolog 1 (Homo sapiens), P83916; also: nearly all actives have a fitted effect of over 70% in size; inactives centre near 23
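AlphaScreen: HP1-beta (50 nM) preformed 30 min with biotin-H3(1-18)K9me3 peptide (50 nM) in PBS pH 7.4, 0.01% Tween-20. Compound added for 30 min at RT, then streptavidin donor/nickel chelate acceptor beads (10 ug/mL) for 30 min.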
12-LOX inh = Primary qHTS assay for inhibitors of human arachidonate 12S-lipoxygenase (ALOX12): Round 2. hit rate 1.1% among 580,000. Polyunsaturated fatty acid lipoxygenase ALOX12 (Homo sapiens), P18054. Potency, µM (titrated, usually from 108 µM), for inactives: top-dose activity change, negative = inhibition, actives largely listed as inhibitors. purified 12hLO, xylenol orange hydroperoxide absorbance; also: % is scaled to controls: 0 for no effect and ±100 for the full control effect
Target sequence (P18054 whole entry, looked up): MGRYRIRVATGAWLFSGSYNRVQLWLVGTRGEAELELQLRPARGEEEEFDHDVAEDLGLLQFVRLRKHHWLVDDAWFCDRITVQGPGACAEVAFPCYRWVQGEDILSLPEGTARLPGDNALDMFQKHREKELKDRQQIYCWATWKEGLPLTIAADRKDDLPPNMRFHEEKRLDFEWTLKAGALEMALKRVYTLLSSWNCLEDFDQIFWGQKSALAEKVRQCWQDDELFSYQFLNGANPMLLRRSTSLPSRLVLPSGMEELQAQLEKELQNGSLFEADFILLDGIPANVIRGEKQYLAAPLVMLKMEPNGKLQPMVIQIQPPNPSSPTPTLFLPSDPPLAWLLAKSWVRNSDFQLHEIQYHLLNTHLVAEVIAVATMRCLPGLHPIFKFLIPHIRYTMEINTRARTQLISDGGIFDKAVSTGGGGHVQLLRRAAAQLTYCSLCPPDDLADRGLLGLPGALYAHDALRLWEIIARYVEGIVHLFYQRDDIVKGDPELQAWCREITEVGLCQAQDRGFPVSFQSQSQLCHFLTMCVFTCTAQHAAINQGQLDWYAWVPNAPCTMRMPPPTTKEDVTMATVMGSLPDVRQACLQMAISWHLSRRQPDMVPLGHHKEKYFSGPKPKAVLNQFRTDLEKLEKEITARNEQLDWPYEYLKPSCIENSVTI
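Purified human 12hLO at 150 nM in 25 mM Hepes, 0.01% Triton X-100, pH 7.0, preincubated 15 min at room temperature with compound. Reaction started with 40 uM arachidonic acid, 30 min at room temperature. Hydroperoxide measured by Fe-xylenol orange, 573/405 nm absorbance ratio.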
PGK inhibitor = qHTS Assay to Find Inhibitors of Phosphoglycerate Kinase. AID 602233, 2012. Potency, µM (titrated, usually from 57.5 µM), for inactives: top-dose activity change, negative = inhibition, actives largely listed as inhibitors. PGK/GAPDH coupled, Kinase-Glo luminescence, 60 min. hit rate 0.043% among 380,000. Phosphoglycerate kinase, glycosomal (Trypanosoma brucei brucei), P07378; also: % is scaled to controls: 0 for no effect and ±100 for the full control effect; nearly all actives have a fitted effect of over 60% in size
Target sequence (P07378 whole entry, looked up): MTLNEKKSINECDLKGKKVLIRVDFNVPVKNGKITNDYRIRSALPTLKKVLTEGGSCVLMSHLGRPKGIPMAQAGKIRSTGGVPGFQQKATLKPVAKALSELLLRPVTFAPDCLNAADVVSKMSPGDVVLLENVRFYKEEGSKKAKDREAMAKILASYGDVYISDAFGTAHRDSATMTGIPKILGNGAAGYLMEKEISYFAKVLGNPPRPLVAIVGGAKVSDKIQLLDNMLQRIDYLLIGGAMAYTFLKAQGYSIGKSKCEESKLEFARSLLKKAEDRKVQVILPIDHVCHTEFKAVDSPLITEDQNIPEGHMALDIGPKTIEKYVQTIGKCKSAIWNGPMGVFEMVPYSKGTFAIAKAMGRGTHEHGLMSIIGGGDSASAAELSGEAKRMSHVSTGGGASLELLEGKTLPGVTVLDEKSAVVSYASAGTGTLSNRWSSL
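Luminescent ATP detection (Kinase-Glo Plus) follows a 60-minute room-temperature incubation, with wells lacking PGK as controls. Buffer: 100 mM TEA (pH 7.6), 5 mM MgCl2, 0.01% Tween-20. Coupling enzyme GAPDH (100 nM final) supplies unstable 1,3-BPG in-well.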
ERG-DNA inh = qHTS for Small Molecule Inhibitors of the ERG Ets/DNA interaction. fluorescence polarization, His-ERG Ets domain / labelled DNA. AID 624246, 2012. hit rate 0.028% among 370,000. Potency, µM (highest dose often 76.9 µM), inactives show at the highest dose FP activity, negative = inhibition, hits mostly inhibitors. Transcriptional regulator ERG (Homo sapiens), P11308; active = well fitted inhibition curve with a large enough effect in the polarisation, with a control signal flat; inconclusive = small, poorly fitted or top-dose-only effect, or effect the other way, or a change in a side signal; inactive = no such curve, though single readings can be large or run the other way; the % refers to the polarisation;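 also: polarization taken with two DNA probes labelled with fluorescein and Texas red; % of control where 0% means no effect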
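His-tagged ERG Ets domain (1 uM in the protein solution; 300mM KCl, 50mM Tris-HCl, 1mM EDTA, 1mM DTT, pH 7.5) received compound, then a probe mix of 5 nM fluorescein-DNA and 100nM Texas-615-DNA. Fluorescence polarization was read for both dyes.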
RGS4 inh = Inhibitors of Regulator of G Protein Signaling (RGS) 4: qHTS; Regulator of G-protein signaling 4 (Homo sapiens), P49798; Transcreener GDP fluorescence polarization, RGS4-accelerated GTP hydrolysis; Potency, µM (doses to about 114 µM), without a hit: top-dose activity change, negative = inhibition, usual class: inhibitors; hit rate 0.039% among 390,000; AID 504845, 2011; also: % is scaled to controls: 0 for no effect and ±100 for the full control effect; nearly all actives have a fitted effect of over 75% in size; some results filed as inactive show a strong effect at the top dose
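MLSMR compounds (23 nl, pin-transferred) preincubated 10 min at room temperature with a 500nM (2x) first reagent, then RGS4 at 900nM (2x) plus Transcreener GDP mix added; fluorescence polarization (620/688 nm) read before and after 90 min at 30 °C.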
GLS inhibitor = qHTS for Inhibitors of Glutaminase (GLS); Potency, µM (titrated, usually from 45.5 µM), inactives show top-dose activity change, negative = inhibition, hits mostly inhibitors; GLS enzymatic activity, qHTS titration; AID 624170, 2012; hit rate 0.21% among 410,000; also: % is scaled to controls: 0 for no effect and ±100 for the full control effect
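Glutamate formation by hKGA was monitored fluorometrically using coupled glutamate oxidase, HRP and Amplex Red. Substrate was added as 1 mM L-glutamine solution; incubation was 30 min at RT after an initial read.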
JMJD2A Tudor inh = qHTS Assay for Inhibitors of JMJD2A-Tudor Domain; AlphaScreen JMJD2A-Tudor / H3K4me3 peptide binding; Lysine-specific demethylase 4A (Homo sapiens), O75164; Potency, µM (titrated, usually from 114 µM), inactives show top-dose activity change, negative = inhibition, usual class: inhibitors; hit rate 4.4% among 390,000; also: % is scaled to controls: 0 for no effect and ±100 for the full control effect; nearly all actives have a fitted effect of over 50% in size
Pin1 inh = qHTS Assay to Find Inhibitors of Pin1. Potency, µM (highest dose often 115 µM), without a hit: top-dose activity, negative = inhibition, usual class: inhibitors. hit rate 0.009% among 390,000. Pin1 FP peptide displacement, HiFluor488, 10 min; active = well fitted inhibition curve with a large enough effect in the polarisation, with a control signal flat, not every such curve was filed as active; inconclusive = small, poorly fitted or top-dose-only effect, or effect the other way, or a change in a side signal; inactive = no such curve, though single readings can be large or run the other way; the % refers to the polarisation; also: % is scaled to controls: 0 for no effect and ±100 for the full control effect
TrxR1 inh = qHTS Assay for Inhibitors of Mammalian Selenoprotein Thioredoxin Reductase 1 (TrxR1): qHTS; recombinant rTrxR1, NADPH fluorescence consumption, selenite substrate; Thioredoxin reductase 1, cytoplasmic (Rattus norvegicus), O89049; Potency, µM (doses to about 114 µM), for inactives: top-dose activity change, negative = inhibition, hits mostly inhibitors; hit rate 1% among 390,000; also: % is scaled to controls: 0 for no effect and ±100 for the full control effect; nearly all actives have a fitted effect of over 65% in size
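Rat TrxR1 (90 nM in the dispensed reagent) was pre-reduced with 400 uM NADPH for 5 min at room temperature, then incubated with compound for 15 min. After 400 uM selenite was added, NADPH fluorescence (Ex 340/Em 450 nm) was followed for 8 min.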
Numbers without * were called inactive; i = inactive; ? = inconclusive; nt = not tested or not shown; & = joins results of further samples; [ ] = remark or other dose. Unless noted, calls follow the shape of the dose curve; as a rule, active = well fitted curve in the direction sought with a large enough effect; inconclusive = small, poorly fitted or top-dose-only effect, or another doubt; inactive = no such curve, though single readings can be large; an effect the other way counts as inactive or inconclusive. Potency is read from the fitted curve at half-maximal effect.

SMILES | HP1b binding inh | 12-LOX inh | PGK inhibitor | ERG-DNA inh | RGS4 inh | GLS inhibitor | JMJD2A Tudor inh | Pin1 inh | TrxR1 inh
O=S(=O)(CC=CCS(=O)(=O)c1ccccc1)c1ccccc1 | 1.2% | -26.5% | -5.9% | 3.4% | -11.3% | -12.4% | -12.6% | -0.4% | 1.7%[2.29 µM]
CCOc1cccc(C(=O)Nc2ccc(NC(=O)c3ccc(Br)cc3)cc2)c1 | 56.6%[activator] | -18.6% | -0.8% | 2.5% | -24.6% | -3.0% | -3.6% | -2.6% | 19.5%
Cc1sc(=NC(=O)c2ccco2)n(C)c1-c1ccc(Cl)cc1 | 23.1% | 11.3% | nt | nt | -7.7% | 3.9% | -6.4% | -0.6% | -2.1%
COc1ccc(CCNC(=O)Cc2ccc([N+](=O)[O-])cc2)cc1OC | 17.8% | 0.0% | -2.3% | -12.9% | -20.5% | 6.4% | -9.0% | 3.2% | 3.6%[57.1 µM]
COc1ccccc1CNC(=O)c1cc2cccc3c2n1CCS3 | 15.2% | -19.8% | -10.1% | 6.7% | -13.7% | -10.7% | -12.1% | ? | 9.8%
COc1ccc(/C=C/c2nc(C#N)c(N3CCN(c4ccccc4)CC3)o2)cc1OC | 15.3% | -3.6% | 4.1% | 0.2% | -32.5% | -10.9% | -14.5% | -3.6% | 39.0%[activator]
CN(C)c1ccc(/C=C/C(=O)c2ccc(C(C)(C)C)cc2)cc1[N+](=O)[O-] | 31.6µM* | -25.5% | -0.3% | 2.5% | 11.2% | -1.7% | 11.2µM* | 12.8% | -0.2%
CCCc1cc(C(=O)NCCc2ccccc2)no1 | 51.1%[activator] | 8.5% | i | -0.1% | -9.9% | 2.6% | 13.2% | -2.0% | 9.0%[57.1 µM]
CCOC(=O)CCCC(=O)N1CCOCCOCCN(C(=O)CCCC(=O)OCC)CCOCCOCC1 | 23.0% | -2.6% | -6.2% | -10.7% | 17.9% | 0.0% | -2.1% | -2.9% | 15.5%
O=C(NCc1ccccc1)NC1(C(=O)N2CCOCC2)CCCCC1 | 75.0%[activator] | ? | 1.4% | -0.8% | 0.0% | -4.1% | -18.0% | 2.6% | 0.0%
Cc1c(Cl)cccc1Nc1nc(N)nc(CSC(=S)N2CCOCC2)n1 | 11.4% | -9.4% | 6.3% | 2.3% | 4.8% | -1.0% | -11.8% | -7.5% | 15.7%[57.1 µM]
Cc1ccc(NC2CCCN(C(=O)c3c(C)noc3C)C2)cc1C (stereo not given) | -13.2% | 5.6% | i | -1.6% | -6.8% | 13.6% | -25.0% | -4.3% | -15.4%
COc1cc(OC)c(OC)cc1CNC(=O)c1ccc(S(=O)(=O)N2CCCCC2)cc1 | -11.0% | 26.3% | -0.9% | 8.8% | -39.7% | 6.2% | -28.6% | 2.1% | -11.0%
COc1cccc(-c2ccc3c(N)c(C(=O)c4ccc(F)cc4)sc3n2)c1 | 78.5%[activator] | -26.2% | -4.4% | 10.9% | 3.3% | -4.9% | 12.5% | ? | 2.0%
CSCCC(NC(=O)c1ccccc1Cl)C(=O)Nc1cccc(S(=O)(=O)N2CCCC2)c1 (stereo not given) | 41.3% | -17.4% | -9.3% | nt | ? | -4.9% | -3.6% | 3.8% | 1.1%
O=S(=O)(N1CCOCC1)N1CCOCC1 | 42.7%[activator] | -2.8% | -5.9% | -17.5% | -16.9% | -16.4% | -7.5% | -3.3% | 19.4%
COc1ccc(-c2c(NC(=O)c3ccco3)oc3ccccc3c2=O)cc1 | 41.9%[activator] | -2.7% | -9.5% | 6.2% | 3.7% | -9.3% | -9.0% | 2.9% | 10.4%
Cc1ccc(C)c(NC(=O)Cn2cnc3c(oc4ccccc43)c2=O)c1 | 7.5%&21.7% | -15.1%&-12.3% | -1.1%&2.3% | ? | -6.8%&16.6% | -11.4%&1.1% | -23.0%&-16.4% | 1.7%&22.3% | 25.9%[57.1 µM]
FC(F)(F)c1nnc(-c2ccccc2)nc1Oc1ccccc1 | 97.4%[activator] | 0.0% | -5.5% | -5.8% | -18.4% | 3.8% | 32.3% | 0.9% | -8.8%
Cc1ccc(-n2ncc3c2CCCC3NC(=O)c2ccoc2)cc1C (stereo not given) | 37.5% | -7.6% | 22.2% | 6.8% | 11.3% | -0.9% | -7.6% | -0.4% | 15.0%
CCc1cccc(C)c1NC(=O)CSc1ncn[nH]1 | 9.2% | 0.3% | 3.2% | -9.4% | 10.1% | 1.9% | 8.5% | 0.9% | 11.6%
COCCN(C(=O)CSc1n[nH]c(-c2ccc(OC)cc2)n1)c1c(N)n(Cc2ccccc2)c(=O)[nH]c1=O | -9.4% | -7.8% | -1.3% | -0.2% | -6.5% | 6.5% | -15.8% | 15.1% | 5.5%
CC(CNC(=O)c1ccc(Nc2nc3ccccc3n3nnnc23)cc1)c1ccccc1 (stereo not given) | 29.2% | -13.7% | -0.2% | 1.6% | 5.5% | -9.4% | 4.1% | 7.2% | 6.4%
Cc1nc(N)sc1C(=O)OCC(C)C | 26.1% | -4.5% | 4.1% | 2.2% | -3.1% | ? | -9.2% | -2.3% | 11.0%
CN(Cc1ccccc1)C(=O)c1[nH]cnc1C(=O)NCc1ccccc1 | 26.5% | 16.4% | i | -3.4% | -8.9% | -1.8% | -21.1% | -1.5% | -8.3%

Ordered by the number under JMJD2A Tudor inh (smallest number first): 3 of the compounds above.
Molecule | JMJD2A Tudor inh
Cc1nc(N)sc1C(=O)OCC(C)C | -9.2%
Cc1ccc(-n2ncc3c2CCCC3NC(=O)c2ccoc2)cc1C (stereo not given) | -7.6%
O=S(=O)(N1CCOCC1)N1CCOCC1 | -7.5%

(continued)
SMILES | HP1b binding inh | 12-LOX inh | PGK inhibitor | ERG-DNA inh | RGS4 inh | GLS inhibitor | JMJD2A Tudor inh | Pin1 inh | TrxR1 inh
CC(=O)NC1CC2CCCC(C1)N2S(=O)(=O)c1cccc(F)c1 (stereo not given) | 43.0%[activator] | -11.5% | i | 13.9% | -28.4% | 6.4% | -5.0% | 9.8% | -1.3%[57.1 µM]
CCOC(=O)/C(C#N)=C/c1c(N2CCN(c3cccc(Cl)c3)CC2)nc2c(C)cccn2c1=O | 8.6% | 8.4% | 1.9% | -6.1% | 28.0% | 4.5% | ? | ? | 2.4%
CCn1nc(C)c(Br)c1Nc1ccc(Br)cc1 | 42.5%[activator] | -6.3% | i | -6.3% | -25.5% | 0.1% | -4.1% | -8.6% | 9.0%[57.1 µM]
COc1ccccc1N1CCN(C/C(C)=C/c2ccccc2)CC1 | 18.1% | ? | -2.4% | -11.7% | -17.3% | 20.5% | -28.5% | 3.6% | 18.9%
O=C(COC(=O)CNC(=O)c1ccccc1F)NCC(F)(F)F | 53.7%[activator] | -16.0% | -1.1% | 2.2% | -5.3%[56.9 µM] | -9.7% | -9.6% | -3.6% | 29.5%
CCOc1ncccc1C(=O)NCc1ccc(OC)cc1 | 41.0% | nt | 3.5% | -7.4% | 8.7% | 2.9% | -0.7% | 2.2% | 8.8%
Cc1ccccc1NC(=S)NC(NC(=O)c1ccccc1C)C(Cl)(Cl)Cl (stereo not given) | 45.6%[activator] | 0.0% | -1.3% | 3.4% | -25.3% | -7.9% | 0.0% | -0.3% | -8.8%[57.1 µM]
Cc1ccc(Cl)cc1NC(=O)c1cnn2c1NC(c1ccco1)CC2C(F)(F)F (stereo not given) | 4.6% | -27.6% | 1.6% | -5.7% | -0.4% | 11.6% | -27.6% | 50.5%[activator] | -1.4%
ClC1(Cl)CC1CSc1nc2ccccc2[nH]1 (stereo not given) | 22.9% | -12.4% | 1.2% | -7.5% | -0.8% | 3.1% | -7.8% | -13.3% | 16.1%[57.1 µM]
CC(C)c1nc(N2CCN(C(=O)c3ccco3)CC2)c2c3c(sc2n1)CCCC3 | ? | ? | -3.3% | nt | -37.7% | 0.0% | ? | 11.0% | ?
O=C(NC1CCCC1)C(c1ccccc1)N(C(=O)c1ccno1)c1ccccc1 (stereo not given) | 47.4% | -14.4% | 9.1% | 0.0% | 6.5% | 10.8% | -14.9% | -2.8% | -6.5%
CCc1ccc(C(=O)COC(=O)CNC(=O)CNC(=O)Cc2ccccc2)cc1 | 17.3% | 0.0% | 0.4% | -10.2% | 4.3% | -0.8% | -1.6% | 0.2% | -3.0%
O=C(NOCc1ccccc1)c1ccc(Cl)cc1 | ? | 15.4% | 5.5% | 4.1% | 21.9% | 1.0% | -4.2% | -8.8% | 12.1%

These rows are one share of the data (hit frequency here may not be typical).
